S3 lipid droplet = qHTS Assay for Lipid Storage Modulators in Drosophila S3 Cells | Potency in µM for hits, for the others lipid storage change, negative = inhibition, % at the top dose, mostly 46.1 µM | AID 2685 | Drosophila S3 cells, BODIPY lipid droplet fluorescence, 18-24 h; cells fed with added oleic acid | 320,000 compounds, 0.64% hits; active = well fitted inhibition curve with a large enough effect in the signal ratio, with a control signal flat, not every such curve was filed as active; inconclusive = small, poorly fitted or top-dose-only effect, or effect the other way, or a change in a side signal; the % refers to the signal ratio
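Laser-scanning cytometry quantifies lipid droplet accumulation (500–530 nm total intensity; droplet/cell object ratio) in oleic acid-fed (400 uM added) Drosophila S3 cells treated with a concentration series. 20 uM Triacsin C defined 100% inhibition.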
S3 lipid droplet cell count max = further read-out of S3 lipid droplet, marked with its call; cell number change, %; measured here: cell count max response;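 cells counted by Cell Tracker Red CMTPX staining in the red channel; peak over a dose series mostly up to 46.1 µM; percent activity relative to internal control wells on each plate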
* hit, by the source's call; i = inactive; ? = inconclusive; . = not tested or not shown. % is scaled to controls: 0 for no effect and ±100 for the full control effect; potency is read from the fitted curve at half-maximal effect. This is a subset, so the mix of outcomes need not match the whole.

S3 lipid droplet	S3 lipid droplet cell count max	mol
?	.	COc1ccc2oc(C(=O)OCC(=O)Nc3cc(S(=O)(=O)N4CCOCC4)ccc3OC)c(C)c2c1
?	.	CCS(=O)(=O)c1ccc2oc(SCC(=O)N3c4ccccc4CC3C)nc2c1 (stereo unspecified)
i	13.5	CC(=O)N1c2ccc(S(=O)(=O)N3CCCC(C(=O)NCc4ccccc4)C3)cc2CC1C (stereo unspecified)
?	.	FC(F)(F)C1=CC(c2ccccc2)=NCCN1
?	.	CCN1CCN(C(=O)C2CCN(Cc3cc(Cl)ccc3O)CC2)CC1
?	.	Cc1ccc(C(=O)CCC(=O)NN2C(=O)NC3(CCCCC3)C2=O)cc1
-20.3%	.	COc1ccc(/C=N\NC(=O)c2ccccc2F)cc1COc1ccc(F)cc1F
-6.0%	2.0	Cc1ccc2occ(CN3CCN(Cc4ccccc4)CC3)c(=O)c2c1
?	.	COc1ccc(C(c2nnnn2Cc2cccs2)N2CCN(c3ccccc3F)CC2)cc1 (stereo unspecified)
-6.2%	-17.1	Cc1nc2c(C(=O)NCc3ccccc3Cl)c[nH]n2c(=O)c1Cl
?	.	CC(=O)Nc1c(S(=O)(=O)c2ccccc2)c2nc3ccccc3nc2n1Cc1ccccc1
?	.	CCN(CC)CCNC(=O)c1cn(CC)c2ccc(S(=O)(=O)N3CCc4ccccc4C3)cc2c1=O
?	.	CCCCN1C(=O)/C(=C/C=C2\N(C)c3ccccc3C2(C)C)SC1=S
-1.5%	12.5	CCN(CC(=O)NC1CCCCC1)S(=O)(=O)c1ccc(Cl)cc1
3.6%	12.0	CC(C)c1ccc2occ(-c3nn[nH]n3)c(=O)c2c1
0.7%	.	Cc1ccc(C(NC(=O)c2cccc(S(=O)(=O)N3CCN(C)CC3)c2)c2ccccc2)cc1 (stereo unspecified)
i	.	C1=CC2CC1CC2CN1CCN(Cc2ccccc2)CC1 (stereo unspecified)
?	.	N/C(Cc1cccc2ccccc12)=N\OC(=O)c1ccccc1F
?	.	Cc1ccc(NC(=O)COC(=O)c2ccc(S(=O)(=O)NCc3ccco3)cc2)cc1
?	.	Cc1ncsc1C(=O)N1CCCC(C(=O)c2ccc3ccccc3c2)C1 (stereo unspecified)

Already shown: 4 of the compounds above.
S3 lipid droplet	S3 lipid droplet cell count max	mol
?	.	CCN(CC)CCNC(=O)c1cn(CC)c2ccc(S(=O)(=O)N3CCc4ccccc4C3)cc2c1=O
?	.	CCCCN1C(=O)/C(=C/C=C2\N(C)c3ccccc3C2(C)C)SC1=S
-1.5%	12.5	CCN(CC(=O)NC1CCCCC1)S(=O)(=O)c1ccc(Cl)cc1
3.6%	12.0	CC(C)c1ccc2occ(-c3nn[nH]n3)c(=O)c2c1

Following part
S3 lipid droplet	S3 lipid droplet cell count max	mol
?	.	Cc1ccc(CNc2nc3ccccc3n3cnnc23)cc1
i	5.2	CCn1c(Cc2ccccc2)nnc1SCC(=O)Nc1nccs1
?	.	COC(=O)/C(=N/Nc1ccccc1C)Sc1nnc(C(O)c2ccccc2)n1-c1ccccc1 (stereo unspecified)
?	.	O=C(Nc1cccnc1Cl)c1cc(-c2ccc(Cl)cc2)on1
?	.	O=C(CNc1cccc(S(=O)(=O)N2CCCCC2)c1)Nc1cccc(F)c1
-4.1%	15.8	Cc1c(C(=O)Oc2ccc(Cl)cc2)n(C)oc1=O
?	.	COc1c(Cl)cc(C(=O)Nc2ccc(Cl)cn2)cc1Cl
4.8%	-7.5	CC1CCc2nc3ccccc3c(C(=O)OCC(=O)N3CCc4ccccc43)c2C1 (stereo unspecified)
?	.	Cc1cc(OC2CCCCC2)nc(-c2ccccc2O)n1
-0.1%	10.3	CCOc1ccc(NC2=C(Cl)C(=O)N(C3CCCCC3)C2=O)cc1
-11.2%	7.7	Cc1nn(CC(=O)NCc2ccccn2)c(C)c1[N+](=O)[O-]
i	3.4	CC(C)[C@H](NC(=O)[C@@H]1CSC2c3ccccc3C(=O)N21)C(=O)NCc1ccncc1 (stereo partly specified)
?	.	O=C(CCN1CCN(CC(=O)Nc2ccccc2F)CC1)Nc1ccccc1F
i	17.0	COc1ccccc1N1CCN(C(=O)CCCNC(=O)Cn2cnc3sc(C)c(C)c3c2=O)CC1
?	.	Cc1ccc(-n2ncc(-c3nnc(SCC(=O)NC4CCCC4)o3)c2N)cc1C
13.1%	-10.5	O=C(CN1CCN(c2ccc(F)cc2)CC1)Nc1cccnc1Cl
?	.	COc1cccc(OC)c1C(=O)Nc1ccc2c(c1)n(C)c(=O)n2C
4.5%	0.4	Cc1ccc(OCCCSc2ncccn2)cc1C
0.4%	-12.7	Cc1ccc(C(=O)NNC(=O)CSc2nnc(-c3ccncc3)n2C)cc1
?	.	O=C(Nc1ccc(-c2cn3c(n2)SCC3)cc1)c1ccc2ccccc2n1
-26.1%	-3.7	Cc1cccc(/C=C2\CCC(=C3SCCCS3)C2=O)c1
i	-22.4	COc1cc2cc(C(=O)Nc3ccc4c(c3)OCCO4)[nH]c2cc1OC
?	.	O=C(Nc1ccc(Cl)cn1)C1CCCN1S(=O)(=O)c1ccc(Cl)cc1 (stereo unspecified)
?	.	CCCCNC(=S)NNC(=O)CCn1nc(C)c(Br)c1C
?	.	Cc1cc(C)c2nc(-c3ccccn3)cc(C(=O)Nc3cc(C)on3)c2c1
?	.	O=C1NC(=O)c2c(NC(=O)C3CCCO3)cccc21 (stereo unspecified)
-16.3%	-8.3	CC/C(C)=N/Oc1nc(C)cc(C)n1
?	.	N/C(=N\OC(=O)Cc1ccccc1[N+](=O)[O-])c1ccccn1
18.6%	-0.8	CCOC(=O)/C(C#N)=C/c1cc2cc(C)c(C)cc2nc1Cl
?	.	CCN(CC)S(=O)(=O)c1ccc(O)c(NC(=O)c2ccc(N3CCOCC3)c([N+](=O)[O-])c2)c1
-2.4%	2.8	Cc1ccc(OCC(O)CNCc2ccccc2)cc1C (stereo unspecified)
3.6%	1.3	COc1ccccc1OCC(=O)Nc1ccccn1
?	.	CCC(=O)c1ccc(OCC(=O)Nc2ccc(N3CCCCC3)cc2)cc1
?	.	Cc1ccc(S(=O)(=O)CCC(=O)c2ccc(F)cc2)cc1
?	.	Cn1c(CC(=O)Nc2ccccc2)c(Sc2ccccc2)c2ccccc21
i	-7.9	CC(C)C[C@H](NC(=O)C1(c2ccccc2)CCN(C(=O)OC(C)(C)C)CC1)C(=O)N1CCC[C@H]1C(=O)O
12.1%	.	CCOC(=O)c1c(NC(=O)C2C3C=CC(CC3)C2C(=O)O)sc(C)c1C (stereo unspecified)
?	.	O=C(Nc1ccc(Cl)cn1)C1CCCN1S(=O)(=O)c1ccccc1 (stereo unspecified)
-9.7%	.	CCS(=O)(=O)c1ncc(CO)n1CCc1ccccc1
-16.9%	10.1	COc1ccc(CCN2CC(C(=O)NCC3(O)CCCCC3)CCC2=O)cc1 (stereo unspecified)
?	.	CC(On1nnc2ccc(S(=O)(=O)N3CCOCC3)cc21)C(=O)Nc1ccccc1F (stereo unspecified)
?	.	CC(=O)c1ccc(NC(=S)NC(C)CCc2ccccc2)cc1 (stereo unspecified)
?	.	Cc1ccc(C(=O)N/C(=C\c2ccc(F)cc2)C(=O)NCc2ccncc2)cc1
-4.0%	6.2	O=C1[C@H]2[C@H]3[C@H](O)[C@H](O)C/C(=N\OC[C@@H](O)COCc4ccco4)[C@@H]3CC[C@H]2C(=O)N1c1ccc(F)cc1F
?	.	CCN(CC)S(=O)(=O)c1cc(NC(=O)COc2ccc(C#N)cc2OC)ccc1C
?	.	CCOC(=O)C(C)Oc1ccc(C2NC(=O)NC(C)=C2C(=O)Nc2ccccc2C)cc1 (stereo unspecified)
4.1%	-11.0	CC1(C(=O)N2CC3(CC(c4cccc(NC(=O)CC(c5ccccc5)c5ccccc5)c4)=NO3)C[C@@H]2C(N)=O)CC1 (stereo partly specified)
?	.	COc1cc2c(cc1OC)CN(CC(=O)Nc1ccccc1SC)CC2
?	.	CCCCNS(=O)(=O)c1ccc(NC(=O)C(Sc2ccccc2)c2ccccc2)cc1 (stereo unspecified)
i	.	CCOC(=O)CSc1cc(CSc2ccccc2)nc(-c2ccccc2)n1

(continued)
S3 lipid droplet	S3 lipid droplet cell count max	mol
i	15.4	COc1ccc(CCN2C(=O)NC(NS(=O)(=O)c3ccccc3)(C(F)(F)F)C2=O)cc1OC (stereo unspecified)
0.2%	0.8	COc1ccccc1CNC(=O)COc1ccc2c(c1)CCC2
4.4%	0.7	Clc1ccc(-c2nnc3n2-c2ccccc2SC3)cc1
?	.	CC1C/C(=N\Nc2ccc(S(N)(=O)=O)cc2[N+](=O)[O-])CC(C)(C)C1 (stereo unspecified)
-21.1%	6.2	N#Cc1c(-c2cccs2)nc(SCC(=O)c2cccs2)[nH]c1=O
-3.9%	-15.5	Oc1ccc(CN2CCN(c3ccccc3)CC2)c2cccnc12
i	.	COC(=O)C1=C(C)OC(N)=C(C#N)C1c1c(C)nn(-c2ccccc2)c1Cl (stereo unspecified)
?	.	CC1CN(C(=O)CNC(=O)Cc2cccc3ccccc23)CC(C)O1 (stereo unspecified)
-8.1%	-8.2	O=C(CCN1C(=O)c2cccc3cccc(c23)C1=O)N1CCN(c2ccccc2F)CC1
?	.	CC(=O)C[C@@H](O)CC(=O)[C@H]1OC(=O)CCCCCCc2ccccc21
?	.	COCCNC(=O)Nc1ccc2c(c1)N(C)C(=O)CS2
?	.	CC1(C)CCCC2=C1CC1C(=O)N(O)C(=O)C1C2 (stereo unspecified)
?	.	Cc1nn(-c2ccccn2)c2c1C(c1ccccn1)C1=C(CCCC1=O)N2 (stereo unspecified)
?	.	CCOC(=O)NC(Nc1ccc(C)cn1)(C(F)(F)F)C(F)(F)F
0.6%	-21.2	O=C(COC(=O)c1ccc2ncsc2c1)Nc1ccccc1Br
i	-4.8	CCN(CC)S(=O)(=O)c1ccc(C(=O)NCC(=O)NCCCc2ccccc2)cc1
?	.	Cn1c(CCN2CCN(c3ccccn3)CC2)nc2cc(NC(=O)COc3ccc([N+](=O)[O-])cc3)ccc21
i	-0.6	CCc1ccc(-c2cc(C(=O)NN3CCOCC3)c3ccccc3n2)s1
0.1%	-3.0	CNCC(=O)Nc1ccc(OC(F)(F)F)cc1
?	.	O=C(COC(=O)/C=C/c1cccs1)Nc1ccc(F)cc1
?	.	Cc1onc(-c2ccccc2Cl)c1C(=O)NCC(=O)O
?	.	Cc1c(NC(=O)C(C)OC(=O)COc2cccc3c2OC(C)(C)C3)c(=O)n(-c2ccccc2)n1C (stereo unspecified)
-2.7%	6.0	CCCCC(=O)Nc1cccc(NC(=O)c2ccc(Br)cc2)c1
?	.	O=C(CCCOc1ccccc1)Nc1cccc(C(=O)O)c1
?	.	CN(C)/C=C(\C#N)C(N)=C(C#N)C#N
15.2%	15.2	O=C(COC(=O)/C=C/c1cccs1)Nc1nc(-c2cccc(Br)c2)cs1
-3.4%	8.0	Cc1cc(C(=O)N/N=C/C=C/c2ccc3c(c2)OCO3)n[nH]1
-17.7%	1.9	CCOC(=O)C1(CC2CC2)CCN(S(=O)(=O)/C=C/c2ccccc2)CC1
2.7%	17.4	Cc1ccc(C(C)C)c(OCC(O)CN2CCOCC2)c1 (stereo unspecified)
?	.	Cc1ccc(-c2nc3cnccn3c2Nc2ccc3c(c2)OCO3)o1
?	.	CCc1nnc(NC(=O)COc2ccc3c(c2)OCO3)s1
14.6%	11.1	O=C(NNC(=O)c1ccc([N+](=O)[O-])cc1)c1ccc(Br)cc1
-8.1%	-5.0	Cc1cc2oc(=O)cc(Cn3ncc(Cl)c(Cl)c3=O)c2cc1Cl
-4.5%	1.7	C=CCNC(=O)NS(=O)(=O)c1ccc(C)cc1
?	.	CC[C@@H](C)[C@H](NC(=O)Cc1c(C)c2cc3c(C)coc3c(C)c2oc1=O)C(=O)O
i	.	CCN(CC)C(=O)c1csc(Nc2cccc3ccccc23)n1
?	.	O=C(Nc1ccc(C(F)(F)F)cc1Cl)c1ccc(Cn2cc(Br)cn2)o1
16.0%	-5.1	CCc1ccc(NC(=O)CSc2nc(NS(=O)(=O)c3ccccc3)cc(=O)[nH]2)cc1
8.2%	4.6	Cc1cc(C)n(S(=O)(=O)c2cc(C(=O)O)c(Cl)cc2Cl)n1
?	.	O=C(c1ccco1)N1CCN(C(=O)C2CCCN(S(=O)(=O)c3cccc4nsnc34)C2)CC1 (stereo unspecified)

Compounds shown so far containing a furan ring, fused or not (seven):
S3 lipid droplet	S3 lipid droplet cell count max	mol
?	.	COc1ccc2oc(C(=O)OCC(=O)Nc3cc(S(=O)(=O)N4CCOCC4)ccc3OC)c(C)c2c1
?	.	Cc1ccc(NC(=O)COC(=O)c2ccc(S(=O)(=O)NCc3ccco3)cc2)cc1
-4.0%	6.2	O=C1[C@H]2[C@H]3[C@H](O)[C@H](O)C/C(=N\OC[C@@H](O)COCc4ccco4)[C@@H]3CC[C@H]2C(=O)N1c1ccc(F)cc1F
?	.	Cc1ccc(-c2nc3cnccn3c2Nc2ccc3c(c2)OCO3)o1
?	.	CC[C@@H](C)[C@H](NC(=O)Cc1c(C)c2cc3c(C)coc3c(C)c2oc1=O)C(=O)O
?	.	O=C(Nc1ccc(C(F)(F)F)cc1Cl)c1ccc(Cn2cc(Br)cn2)o1
?	.	O=C(c1ccco1)N1CCN(C(=O)C2CCCN(S(=O)(=O)c3cccc4nsnc34)C2)CC1 (stereo unspecified)
